# ERK EGF block: inhibitors of EGF-stimulated ERK signaling pathway. HEK293-V1b, EGF-stimulated phospho-ERK AlphaScreen. Potency, µM (series often up to 11.5 µM), for the others: at the top dose activity change, negative = inhibition, most hits filed as inhibitors. 0.41% of 130,000 active. AID 1454; active means well fitted inhibition curve with a large enough effect; inconclusive means small, poorly fitted or top-dose-only effect, or effect the other way;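 further: plate controls were stimulated vehicle wells for no effect and unstimulated vehicle basal for full effect; nearly all actives have a fitted effect of over 55% in size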
#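 In this qHTS, HEK293 cells with stable type-1 vasopressin (V1b) receptor were exposed to compound at 37C for 30 min, stimulated 5 min with EGF at 25 nM, lysed, and probed for phospho-ERK by AlphaScreen.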
# * = called active by the depositor; ? = inconclusive; [ ] = remark or other dose. Potency means the concentration at half of the fitted maximal effect. Some of the compounds tested (hit frequency here may not be typical).
SMILES,ERK EGF block
Cc1ccccc1-c1cncnc1NC1CCNCC1,15%
Nc1ccccc1SC1CC(=O)N(c2ccccc2Cl)C1=O (configuration not stated),-16%[57.5 µM]
O=C(Nc1ccc(Cl)c(Cl)c1)c1ccc(Cn2c(=O)[nH]c3ccsc3c2=O)cc1,-5%
CC(=O)c1c(C)[nH]c(C(=O)OCC(=O)Nc2cc(S(=O)(=O)N3CCCC3)ccc2Cl)c1C,-4%
c1ccc2c(c1)OCC(CNc1ncnc3nc[nH]c13)O2 (configuration not stated),5%
CCOC(=O)C(=NCCOC)NNc1cc(Cl)ccc1Cl,0%
CCCOc1nc2ccccc2cc1/C=C/C(=O)O,6%
COc1ccc(CNC(=O)C2(c3ccc(Cl)cc3)CC2)cc1,1%
Cc1ccc(NC(=O)CSc2nnc(/N=C/N(C)C)s2)cc1,-9%
CCC(=O)O[C@@H]1[C@H](C)O[C@H](O[C@H]2[C@@H](N(C)C)[C@H](O)[C@@H](O[C@@H]3[C@@H](CC=O)C[C@@H](C)[C@@H](O)/C=C\C=C/C[C@@H](C)OC(=O)C[C@@H](OC(=O)CC)[C@H]3OC)O[C@H]2C)C[C@]1(C)O,-7%[25.7 µM]
Cc1c(N=C2NN=C(c3c[nH]c4ccccc34)CS2)c(=O)n(-c2ccccc2)n1C,-5%[57.5 µM]
CN1C(=O)CC(N2CCC(c3nc4ccccc4s3)CC2)C1=O (configuration not stated),5%

# Some values from above.
# ERK EGF block with `CN1C(=O)CC(N2CCC(c3nc4ccccc4s3)CC2)C1=O` (configuration not stated) : 5%
# ERK EGF block with `CCOC(=O)C(=NCCOC)NNc1cc(Cl)ccc1Cl` : 0%
# ERK EGF block with `CCCOc1nc2ccccc2cc1/C=C/C(=O)O` : 6%
# ERK EGF block with `CC(=O)c1c(C)[nH]c(C(=O)OCC(=O)Nc2cc(S(=O)(=O)N3CCCC3)ccc2Cl)c1C` : -4%
# ERK EGF block with `O=C(Nc1ccc(Cl)c(Cl)c1)c1ccc(Cn2c(=O)[nH]c3ccsc3c2=O)cc1` : -5%

# Other compounds:
SMILES,ERK EGF block
Cc1ccc2nc(NC(=O)c3ccc(NS(=O)(=O)c4cccs4)cc3)sc2c1,?
CCCc1nn(C)c(C(=O)Nc2ccc3ccccc3c2)c1Cl,9%
CN1CCN(NC(=O)c2ccc(COc3ccccc3Br)o2)CC1,-1%
COc1ccc(NC(=O)c2cccc(Oc3ccc([N+](=O)[O-])cc3Cl)c2)cc1,-2%
CC(=O)Nc1ccc(N2C(C(C)=O)=NN(c3ccc(Cl)cc3)C2c2sccc2C)cc1 (configuration not stated),12%
CCOC(=O)C1=C(O)/C(=C\c2sccc2C)N=C1C,-3%
COC(=O)[C@@H]1C[C@@]2(O)[C@H](O)[C@H](O)[C@H](O)C[C@H]2N1CC1CCCCC1,11%
O=c1[nH]c2cc(C(F)(F)F)ccc2n1-c1cc(C(F)(F)F)ccc1O,3%
O=C(Nc1cscc1S(=O)(=O)c1ccccc1)c1ccccc1Cl,0%[57.5 µM]
COc1ccc(COCCN2CCN(S(=O)(=O)c3ccccc3)CCC2=O)cc1,-5%[57.5 µM]
CC1=C(C#N)C(=O)NC(=O)/C1=C\c1ccc(-c2cc(C)c(C)cc2[N+](=O)[O-])o1,-4%
C=CCc1cc(C=O)cc(OCC)c1OCc1ccc(Cl)cc1,10%
CCOC(=O)CNC(=O)Cn1cnc2sc(C)c(S(=O)(=O)N3CCC(C)CC3)c2c1=O,-2%
Cn1c(/C(C#N)=N/O)nc2ccccc21,-3%
CNC(=O)c1cccc2nc3ccccc3nc12,3%[57.5 µM]
CC(C)(CO)NC12CC3CC(CC(C3)C1)C2,3%
Cc1ccn2c(NC(=O)c3cccs3)c(-c3ccccc3)nc2c1,4%
CCc1ccc(C(=O)CN2CCSC2=N)cc1,7%
O=C1c2ccccc2-c2ccc(C(=O)N3CCCCC3)cc21,-6%
O=C(CCn1c(=O)oc2ccccc21)NCCC1=CCCCC1,-2%[57.5 µM]
Cc1nn(C)c(=O)n1-c1ccccc1,-1%
O=C(NCc1ccco1)C1CCCN1S(=O)(=O)c1ccccc1C(F)(F)F (configuration not stated),5%[57.5 µM]
Cc1nc(-c2ccc(Cl)cc2)sc1C(=O)NN,12%[57.5 µM]
CSc1ccccc1-n1nnnc1SCC(=O)NCc1cccs1,1%
CCOC(=O)C1(CCCc2ccccc2)CCN(C(=O)C2CCCO2)CC1 (configuration not stated),-11%
COC(=O)c1cc(C(=O)N(Cc2ccccc2)c2ccccn2)cc([N+](=O)[O-])c1,5%
CC(=O)NC(Cc1c[nH]c2ccccc12)C(=O)N/N=C/c1ccccc1 (configuration not stated),-11%[57.5 µM]
Cc1cccc(C)c1NC(=O)Nc1ccc(S(N)(=O)=O)cc1,13%[57.5 µM]
COc1cccc(/C=N/NC(=O)CN2C(=O)NC3NC(=O)NC32)c1 (configuration not stated),5%
O=C(Nc1ccccc1Cl)Oc1ccc(Cl)cc1Cl,-12%[57.5 µM]
CC1CCCN(C(=O)c2cc(N3C(=O)C4C5CCC(C5)C4C3=O)ccc2Cl)C1 (configuration not stated),-1%
CCCN=C1NC(=O)C(CC(=O)NCCc2ccccc2)S1 (configuration not stated),3%
O=C(N/N=C1\C2CN3CCN(C2)CC1(c1ccccc1)C3)Nc1ccccc1,5%
CCOC(=O)c1ccccc1OCc1cc(/C=N/NC(=O)c2cccnc2)ccc1OC,-5%[57.5 µM]
CCCCc1n[nH]c2c1/C(=N/O)CC(C)(C)C2,-6%
N/C(=N\OC(=O)c1ccc(Br)cc1)c1ccncc1,9%

# Reprinted from above (two entries):
SMILES,ERK EGF block
CCOC(=O)C1(CCCc2ccccc2)CCN(C(=O)C2CCCO2)CC1 (configuration not stated),-11%
COC(=O)c1cc(C(=O)N(Cc2ccccc2)c2ccccn2)cc([N+](=O)[O-])c1,5%

# Reformatted with tabs: two of the compounds above
Compound	ERK EGF block
CC(=O)NC(Cc1c[nH]c2ccccc12)C(=O)N/N=C/c1ccccc1 (configuration not stated)	-11%[57.5 µM]
Cc1cccc(C)c1NC(=O)Nc1ccc(S(N)(=O)=O)cc1	13%[57.5 µM]

# The results go on:
SMILES,ERK EGF block
Cc1cccc(N=Nc2c(C)c(C#N)c(O)[nH]c2=O)c1,-7%
Cc1ccc(CCNC(=O)C2CC(c3ccc(C(F)(F)F)cc3)=NO2)cc1 (configuration not stated),-1%[57.5 µM]
CCCn1nnnc1NCc1c(F)cccc1Cl,1%
Cc1ccn2c(=O)cc(C)nc2c1,-4%
O=C(NCC(=O)N(Cc1ccccc1)C(C(=O)NC1CCCC1)c1cccnc1)c1ccco1 (configuration not stated),-12%
O=C(COC(=O)c1ccc2ccccc2n1)NCc1ccccc1,-7%
CC(=O)Nc1cccc(NC(C)=C(C#N)C#N)c1,0%
Cc1cc(/C=C(\C#N)C(=O)O)c(C)n1CCC(C)C,-11%[57.5 µM]
O=C(CSc1nccc(-c2cccs2)n1)Nc1cccc(Cl)c1,25%[57.5 µM]
C=C(C)Cc1c(C)c(C#N)c2nc3ccccc3n2c1NCCCN(C)C,5%[57.5 µM]
O=C(Nc1ccc(C(=O)N2CCOCC2)cc1)c1cc(-c2cccnc2)nc2ccc(Br)cc12,1%
CCc1ccc(NC(=O)C(=S)NC2CCCCC2)cc1,-15%[57.5 µM]
Cc1cc(C(=O)CSc2nc(N)cc(N)n2)c(C)n1C1CC1,16%
CCCN=C1CC(C)(C)CC(=O)/C1=C(/O)CCC,-7%
COc1ccc(OC)c(/C=N/NC(=O)c2ccc(N(C)S(=O)(=O)c3ccccc3)cc2)c1,1%
CC(C)(C)NC(=O)C(c1ccc(F)cc1)N(Cc1ccccc1Cl)C(=O)c1ccn[nH]1 (configuration not stated),3%
CN(C(=O)COC(=O)c1cc(-c2ccco2)nc2ccccc12)C1CCS(=O)(=O)C1 (configuration not stated),-1%[57.5 µM]
O=C(Cn1ncc2c(=O)oc3ccccc3c21)N1CCCN(Cc2ccccc2F)C1,-8%
Cc1c(C(=O)N/N=C/c2ccncc2)no[n+]1[O-],5%
CCCCNC(=O)CSc1nc2ccccc2n1S(=O)(=O)c1ccc(Br)cc1,12%
CC(=O)Nc1ccc(NC(=O)CSc2ccc3nnc(CCNC(=O)c4ccccc4)n3n2)cc1,-4%
Cc1cccc(S(=O)(=O)NCCc2ccccc2)c1,-13%
COc1cccc(C(=O)Nc2ccc(S(=O)(=O)Nc3cc(C)nc(C)n3)cc2)c1,-9%
CN(C)c1ccc(/C=C/c2cccc[n+]2[O-])cc1,3%[57.5 µM]
CCN(CC)S(=O)(=O)c1cc(OC)c(Cl)cc1OC,1%
CCCCOC(=O)c1ccc(NC(=O)c2c(OC)cccc2OC)cc1,3%
Cc1ccc(C(=O)N/C(=C\c2cccs2)C(=O)NCCc2c[nH]c3ccccc23)cc1,-7%
COc1ccc(-c2nnc(SCC(C)C)o2)cc1,-16%[57.5 µM]
CCCCCCCCCCCCCCCC(=O)OC[C@H](COP(=O)([O-])OCC[N+](C)(C)C)OC(=O)CCCCCCCCCCCCCCC,-15%
COC(=O)Cc1csc(Nc2ccccc2)n1,5%
NC(=O)c1ccc(NC(=O)COC(=O)/C=C/c2cn(-c3ccccc3)nc2-c2cccnc2)cc1,2%
Cc1[nH]c2ccccc2c1/C=N/NC(=O)CNC(=O)COc1ccccc1,0%
CC(C)N(NC(=O)c1cccc2ccccc12)C(C)C,-1%[57.5 µM]
O=C(OCc1ccccc1)N1CCCC1/C=C/CN1CCOCC1 (configuration not stated),3%
COc1c2ccoc2c(OCC=C(C)C)c2oc(=O)ccc12,-6%
CSc1cccc(NS(=O)(=O)c2ccc(C(C)=O)cc2)c1,-5%[57.5 µM]
NNC(=S)Nc1c(F)cc(F)cc1Br,-6%[57.5 µM]
CCCN(CCC)c1ccc(CC(=O)NC(C)Cc2ccccc2)cc1 (configuration not stated),-2%
O=[N+]([O-])c1ccccc1SNc1ccc(Br)cn1,-6%
CCCNS(=O)(=O)c1ccc2c(c1)n(C)c(=O)n2C,7%
S=C(NCc1ccco1)N1CCN(C/C=C/c2ccccc2)CC1,-6%
O=C(COC(=O)c1ccccc1OCC(=O)Nc1ccc(Br)cc1)Nc1ccccc1,2%
CNC(=O)/C(C#N)=C/c1cccc(Oc2ccccc2)c1,-12%[57.5 µM]
COc1cccc(OC)c1Nc1nc(C)nc2c1nnn2Cc1ccccc1Cl,-2%
O=C(O)CCCCCNCc1c(Cl)cccc1Cl,3%[57.5 µM]
CCOc1ccc(N2C(=O)C(=O)/C(=C(/O)c3ccccc3)C2c2ccccc2[N+](=O)[O-])cc1 (configuration not stated),8%[57.5 µM]
COC(=O)c1c(-c2ccccc2)noc1C,7%
Cc1cc(C)nc(NC(=O)c2cccc([N+](=O)[O-])c2)c1,2%

# Another view of some results above.
structure	ERK EGF block
CC(=O)c1c(C)[nH]c(C(=O)OCC(=O)Nc2cc(S(=O)(=O)N3CCCC3)ccc2Cl)c1C	-4%
c1ccc2c(c1)OCC(CNc1ncnc3nc[nH]c13)O2 (configuration not stated)	5%

# The listing continues.
SMILES,ERK EGF block
COc1ccc(Cc2nnc(N/N=C/c3ccc(C)o3)[nH]c2=O)cc1,4%
C=C(C)CNC(=S)NNC(=O)CCn1c2cc(Cl)ccc2c2ccc(Cl)cc21,7%
CC(C(=O)Nc1ccc2c(c1)OCCO2)c1ccc([N+](=O)[O-])cc1 (configuration not stated),8%
COc1ccc(CN2CCC(c3nc4ccc(Cl)cc4[nH]3)CC2)cc1,4%
CSc1nc2c(c(=O)[nH]1)C(c1ccc(Br)cc1)CC(=O)N2 (configuration not stated),2%
Cc1cccc2sc(N(CCCN(C)C)C(=O)c3sc4ccccc4c3Cl)nc12,-10%
CC(C)(C)c1ccc(/C=C2\Oc3c(ccc(O)c3CN3CCN(CCO)CC3)C2=O)cc1,-2%[57.5 µM]
CCOc1cccc(CNCCO)c1OCc1ccc(Cl)cc1Cl,3%
